RGS4 block = RGS4 inhibitors, primary screen, cell-based, HEK293 M3R inducible RGS4, calcium flux; hit rate 0.45% among 310,000; Fluo-4 calcium flux; hits give high values; triggered by carbachol at its EC20; Regulator of G-protein signaling 4 (Homo sapiens), P49798; AID 463165, 2010; B-score at 10 µM;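 active means B-score, a plate-corrected calcium signal, over three deviations above library mean, with baseline fluorescence within five deviations of library mean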;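 further: RGS4 expression induced by doxycycline in cells with stable M3 receptor; B-score is computed from the integrated fluorescence ratio over baseline after carbachol; higher B-score means a larger calcium signal and so more RGS4 inhibition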
hERG protect = hERG rescue from dofetilide block, primary screen, cell-based, CHO-hERG, FluxOR thallium flux, dofetilide IC70; activation (rescue from dofetilide block), less the hit threshold, % at 10 µM; hit rate 0.51% among 310,000; Voltage-gated inwardly rectifying potassium channel KCNH2 (Homo sapiens), Q12809; dofetilide IC70 present; AID 1511, 2009;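 active means activation above the mean of controls blocked by dofetilide plus 5 SD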;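 further: thallium influx through hERG after potassium depolarization seen as dye fluorescence rise; in these data hits start at about 4.7%; inactives centre near -7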
KCNQ1 act = potentiators or activators of KCNQ1 channel, primary screen, cell-based, thallium flux, high-throughput. AID 2648, 2010. Potassium voltage-gated channel subfamily KQT member 1 (Homo sapiens), P51787. B-score at 10 µM. hit rate 0.35% among 310,000. CHO-K1 KCNQ1, thallium flux FluxOR fluorescence; hits give high values;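 active means fluorescence ratio B-score, a plate-corrected score, at least three library SD, with initial intensity B-score within 5 SD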
Target sequence (P51787 whole entry, looked up): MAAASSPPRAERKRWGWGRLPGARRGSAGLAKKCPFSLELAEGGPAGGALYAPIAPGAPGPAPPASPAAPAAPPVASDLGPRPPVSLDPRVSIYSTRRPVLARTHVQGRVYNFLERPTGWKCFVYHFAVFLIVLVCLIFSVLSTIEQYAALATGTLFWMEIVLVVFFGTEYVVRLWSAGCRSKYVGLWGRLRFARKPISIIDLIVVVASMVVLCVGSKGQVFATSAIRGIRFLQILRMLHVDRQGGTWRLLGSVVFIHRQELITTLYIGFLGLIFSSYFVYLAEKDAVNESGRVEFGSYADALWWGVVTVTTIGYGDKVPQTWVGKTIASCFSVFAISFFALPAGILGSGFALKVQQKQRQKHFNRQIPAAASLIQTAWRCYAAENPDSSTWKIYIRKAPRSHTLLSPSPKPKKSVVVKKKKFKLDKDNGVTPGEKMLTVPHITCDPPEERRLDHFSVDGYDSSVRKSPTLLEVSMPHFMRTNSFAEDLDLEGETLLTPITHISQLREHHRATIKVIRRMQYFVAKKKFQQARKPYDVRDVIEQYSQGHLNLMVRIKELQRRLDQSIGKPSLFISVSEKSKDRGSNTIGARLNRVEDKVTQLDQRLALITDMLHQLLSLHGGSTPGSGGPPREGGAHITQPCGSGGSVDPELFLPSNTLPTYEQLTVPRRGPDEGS
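assay system = CHO-K1 cells stably expressing KCNQ1 | medium = assay buffer, equal DMSO in all wells | timing = 37 °C overnight plating, 90-min dark dye load, 20-min compound pretreatment | measured by = kinetic FluxOR thallium fluorescence, 10-s 1-Hz baseline, 110-s post-stimulus read | measure = fluorescence change relative to baseline, converted to B score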
ANO1 block = TMEM16A chloride channel inhibitors, primary screen, cell-based, HTS; Anoctamin-1 (Mus musculus), Q8BHY3; HEK293 TMEM16A/YFP iodide influx fluorescence, ionomycin; normalized B-score (activity score, 25-100; higher = stronger inhibition) at 10 µM; hit rate 1.2% among 310,000;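 active means ratio plate-corrected score three or more library SD toward inhibition, starting fluorescence score within five deviations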;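 further: score derived from kinetic fluorescence span divided by baseline fluorescence per well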
ANO1 activ = TMEM16A chloride channel activators or potentiators, primary screen, cell-based, HTS | Anoctamin-1 (Mus musculus), Q8BHY3 | HEK293 TMEM16A/YFP-H148Q/I152L, iodide quench fluorescence; hits give low values | B-score at 10 µM | hit rate 0.3% among 340,000;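 active means fluorescence-ratio B-score plate-corrected deviation score at least 3 library SD below zero, with starting fluorescence score within 5 deviations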;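 further: channel opened by trigger with iodide after compound preincubation; score built on the fluorescence ratio of max minus min over baseline; more negative score means more quench and so TMEM16A activation or potentiation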
RGS4 act = RGS4 potentiators or activators, primary screen, cell-based, HEK293 M3R inducible RGS4, calcium flux. hit rate 0.92% among 310,000. carbachol calcium flux Fluo4; hits give low values. B-score at 10 µM. AID 463111, 2010;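 active means B-score of the integrated calcium signal more than 4 SD below the library mean, with starting fluorescence not abnormally high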;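 further: negative B-score means reduced calcium response which marks RGS4 activation or potentiation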
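test system = HEK293 cells with stable M3R and inducible RGS4 | schedule = recording 10 s baseline at 1 Hz, 100 s post-agonist | technique = Fluo4-AM (2 µM) calcium-flux fluorescence, kinetic read | measure = Agonist-evoked peak-minus-minimum fluorescence over baseline, integrated ratio, B score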
HDAC3 inh = HDAC3 deacetylase inhibitors, primary screen, biochemical, fluorescence, cell-free homogeneous. hit rate 0.15% among 320,000. inhibition, % at 8.3 µM. recombinant HDAC3, fluorogenic peptide/trypsin coupled; in the data active means inhibition above about 26%, passing the limit was not always enough; inconclusive means no clear call, values can overlap the other calls
KCNQ1 block = inhibitors of human KCNQ1 channel, primary screen, cell-based, thallium flux, high-throughput | Potassium voltage-gated channel subfamily KQT member 1 (Homo sapiens), P51787 | CHO-K1 KCNQ1, FluxOR thallium flux fluorescence; hits give high values | B-score at 10 µM | hit rate 1.3% among 310,000 | AID 2642, 2010;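 active means compounds whose thallium flux B-score, printed positive for inhibition, exceeds three library SD while starting fluorescence stays within three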;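 further: channel opened by potassium depolarization with thallium stimulus after 20 min compound exposure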
KCNK3 inh = human KCNK3 channel inhibitors, primary screen, CHO cells, FluxOR thallium flux, B-score | B-score at 10 µM | hit rate 0.84% among 340,000 | Potassium channel subfamily K member 3 (Homo sapiens), O14649 | FluxOR fluorescence; hits give low values;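 active means B-score under library mean minus 4 SD, starting fluorescence ratio at most library mean plus 5 SD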;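 further: more negative B-score means stronger inhibition of thallium flux through KCNK3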
KCNK9 block = KCNK9 potassium channel inhibitors, primary screen, HEK293 cells, thallium flux; Potassium channel subfamily K member 9 (Homo sapiens), Q9NPC2; FluxOR thallium flux fluorescence; hits give low values; B-score at 10 µM; hit rate 1.2% among 310,000; AID 488922, 2010;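 active means ratio B-score over 3 SD below the library mean, with starting fluorescence within 5 SD of its mean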;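 further: negative B-score means less thallium flux so channel inhibition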
Target sequence (Q9NPC2 whole entry, looked up): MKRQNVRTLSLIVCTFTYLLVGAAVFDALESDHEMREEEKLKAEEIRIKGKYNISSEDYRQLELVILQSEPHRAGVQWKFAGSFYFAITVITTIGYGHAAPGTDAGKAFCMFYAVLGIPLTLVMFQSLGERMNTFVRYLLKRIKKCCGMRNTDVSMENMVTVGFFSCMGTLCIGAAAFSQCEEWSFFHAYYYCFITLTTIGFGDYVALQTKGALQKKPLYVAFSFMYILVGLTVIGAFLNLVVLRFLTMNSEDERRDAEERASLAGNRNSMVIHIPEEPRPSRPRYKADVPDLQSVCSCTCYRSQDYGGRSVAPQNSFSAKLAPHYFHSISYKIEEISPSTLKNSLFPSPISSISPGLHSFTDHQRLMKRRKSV
SKKanGAS inh = S. pyogenes SKKanGAS growth inhibitors in kanamycin, primary screen, streptokinase expression inhibitor project, SKKanGAS strain, BacTiter-Glo luminescence; AID 1662, 2009; 6 h; inhibition, % at 7.5 µM; hit rate 1.3% among 300,000;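 active means mean replicate score, as percent of positive control median, at least 50; inconclusive means mean below 50 but one replicate at or above 50; inactive means mean and every replicate below 50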;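 further: strain carries kanamycin resistance gene driven by streptokinase promoter and grows in 40 µg/ml kanamycin; loss of luminescence reflects streptokinase promoter inhibition or plain growth inhibition; 0% = median of DMSO wells and 100% = positive control at its reference dose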
Starred values were filed as active, the others as inactive; i = inactive; ? = inconclusive; . = no result given.

SMILES	RGS4 block	hERG protect	KCNQ1 act	ANO1 block	ANO1 activ	RGS4 act	HDAC3 inh	KCNQ1 block	KCNK3 inh	KCNK9 block	SKKanGAS inh
Cc1cccc(NC(=O)c2cc3c(s2)-c2c(C)cccc2OC3)n1	i	-8	i	i	i	i	-6	i	i	i	6
Cc1c(O)ccc(C(=O)COc2ccccc2F)c1O	i	-5	i	i	i	i	-1	i	i	i	0
COc1cc(C(=S)N2CCOCC2)cc(OC)c1OC(=O)c1ccc(C)cc1	i	-7	i	i	i	i	-2	i	i	i	-6
CSCCC1NC2(C(=O)Nc3c2ccc(Cl)c3C)[C@@H]2C(=O)N(C3CCCC3)C(=O)[C@H]12 (stereo not given in full)	i	-9	i	i	i	i	0	i	i	i	.
CN(C)S(=O)(=O)c1cccc(C(=O)OCC(=O)NC2CCCc3ccccc32)c1 (stereo not given)	i	-6	i	i	i	i	1	i	i	i	-2
COc1ccc(CCNC(=O)c2ccc(N(C)S(=O)(=O)c3ccc(C)cc3)cc2)cc1	i	-10	i	i	i	i	0	i	i	i	.
Cc1ccc(-c2nnn(CC(=O)N(CCN3CCOCC3)C(C(=O)NC3CCCC3)c3ccncc3)n2)o1 (stereo not given)	i	-15	i	i	i	i	-11	i	i	i	0
Cc1cccc(NC(NC(=O)c2cccnc2)C(Cl)(Cl)Cl)c1 (stereo not given)	i	-11	i	i	i	i	-2	i	i	i	1
Cc1c(C)[n+](=O)c(-c2ccc(F)cc2)c(C)n1[O-]	i	-12	i	i	i	i	5	i	i	i	-26
COc1ccc(CN(C(=O)CN2C(=O)COc3ccccc32)C2CCCC2)c(OC)c1	i	-13	i	i	i	i	2	i	i	i	1
COc1ccc(Br)cc1CN(C)C(=O)Cc1ccc(S(=O)(=O)N2CCOCC2)s1	i	-7	i	i	i	i	0	i	i	i	-7
Cc1cc(C)nc(-n2nc(C)c3c(C(=O)O)cc(-c4cccc(Br)c4)nc32)n1	i	-14	i	i	i	i	-3	i	i	i	1
CCc1ccc2nc3sc(C(=O)O)cc3cc2c1	i	-5	i	i	i	i	-5	i	i	i	-1
CC(Sc1c[nH]c2ccccc12)C(=O)O (stereo not given)	i	-3	i	i	i	i	-9	i	i	i	-13
CC(NC(=O)CN1CCN(c2ccc(Cl)cc2)CC1)c1ccccc1 (stereo not given)	i	-6	i	i	i	i	-7	i	i	i	-2
O=C1C2ON(c3ccccc3)C(c3cccnc3)C2C(=O)N1c1ccc(Cl)c(Cl)c1 (stereo not given)	i	-8	i	i	i	i	-3	i	i	i	-7
Cc1ccnc(N2C(=O)c3ccccc3C2=O)c1	i	-8	i	i	.	i	0	i	i	i	-1
COc1ccccc1NC(=O)Cn1nnc(-c2ccccc2NC(=O)c2cccs2)n1	i	-4	i	i	i	i	1	i	i	i	6
Cc1n[nH]c(=O)c2c(NC(=O)CSc3nnnn3-c3ccccc3)oc(C)c12	i	-9	i	i	i	i	9	i	i	i	?
OC(COc1ccc2cc(Br)ccc2c1)CN1CCN(c2ccccn2)CC1 (stereo not given)	i	-7	i	i	i	i	8	i	i	i	13
CCOc1ccc(Br)cc1C(=O)N/N=C/c1c[nH]c2ccccc12	i	-1	i	i	i	i	7	i	i	i	3
C/C(=N\Nc1ccc(C#N)cc1[N+](=O)[O-])c1ccc(O)cc1	i	-15	i	i	i	i	-6	i	i	i	-1
CCCCOc1ccc(C(=O)OC(C)CN(C)C)cc1 (stereo not given)	i	-4	i	i	i	i	-1	i	i	i	6
COC(=O)Cc1c(C)nc2nc(-c3ccc(C)cc3)[nH]n2c1=O	i	-6	i	i	i	i	-5	i	i	i	11
O=c1oc2ccccc2n1CSc1nc2ccccc2s1	i	-7	i	i	i	i	2	i	i	i	-5
N#C/C(=C\c1ccccc1)C(=O)NC(=O)Oc1ccccc1	i	-7	i	i	i	i	-2	i	i	i	4
O=C(Nc1ccncc1)c1cccc(S(=O)(=O)N2CCOCC2)c1	i	-16	i	i	i	i	0	i	i	i	-4
CCOC(=O)c1nc(N/N=C/c2ccccc2)sc1Br	i	-12	i	i	i	i	3	i	i	i	7
CCOC(=O)C1=C(c2ccccc2)NC(=O)NC1c1cc(OC)c(O)c([N+](=O)[O-])c1 (stereo not given)	i	-8	i	i	i	i	1	i	i	i	-3
CS(=O)(=O)Nc1cccc(C2=NN(S(C)(=O)=O)C(c3ccccc3)C2)c1 (stereo not given)	i	-6	i	i	i	i	14	i	i	i	-11
CC(C)C1Nc2ccc(C(=O)O)cc2C2C=CCC21 (stereo not given)	i	-9	i	i	i	i	5	i	i	i	-3
O=C(Nc1sc2c(c1C(=O)O)CCC2)c1cccs1	i	-9	i	i	i	i	3	i	i	i	7
CCOc1ccc(CCNC(=O)Cn2ccc3cc(S(=O)(=O)N4CCCC4)ccc32)cc1	i	-8	i	i	i	i	9	i	i	i	1
COc1ccc(NC(=O)CN(c2ccccc2)S(=O)(=O)N(C)C)cc1Cl	i	-11	i	i	i	i	4	i	i	i	1
CC(=O)/C=C\c1ccc(OC(=O)c2cccnc2)cc1	i	-4	i	i	i	i	?	i	i	i	2
CCOC(=O)Cc1cc(=O)n2[nH]c(C)c(-c3ccc(OC)cc3)c2n1	i	-1	i	i	i	i	4	i	i	i	6
O=c1oc2ccccc2c2c1ncn2-c1ccccc1	i	-12	i	i	i	i	0	i	i	i	-1
CC(OC(=O)CCN=C1NS(=O)(=O)c2ccccc21)C(=O)Nc1ccc(F)cc1Cl (stereo not given)	i	-10	i	i	i	i	1	i	i	i	4
COc1ccccc1OCCOc1ccc(C(=O)c2ccccc2)cc1	i	-4	i	i	i	i	5	i	i	i	-2
CCOC(=O)C(C)Sc1nc2c(c(=O)[nH]c(=O)n2C)n1CCc1ccccc1 (stereo not given)	i	-3	i	i	i	i	-4	i	i	i	.
CCOC(=O)CSc1nnc(CNc2cccc(Cl)c2)n1-c1ccccc1	i	-11	i	i	i	i	2	i	i	i	0
CC12CCC(=O)N1C(C(=O)OCC(=O)Nc1cc(S(=O)(=O)N3CCCCC3)ccc1Cl)CS2 (stereo not given)	i	-3	i	i	i	i	0	i	i	i	2
Cc1ccc(NC(=O)Cn2nnc(C(=O)Nc3ccc(C)c(C)c3)c2N)cc1	i	-6	i	i	i	i	-7	i	i	i	-4
Cc1ccc(S(=O)(=O)NC(C)C(=O)Nc2ccc(C(N)=O)cc2)cc1 (stereo not given)	i	-4	i	i	i	i	-4	i	i	i	0
COc1cc2c(cc1NC(=O)COC(=O)[C@@H](NS(=O)(=O)c1cccc(Cl)c1)C(C)C)oc1ccccc12	i	-9	i	i	i	i	12	i	i	i	34
CC(=O)Nc1nc2ccc(NC(=O)c3ccco3)cc2s1	i	-12	i	i	i	i	-4	i	i	i	3
Oc1c(C(c2ccccc2)N2CCCCC2)sc2ncnn12 (stereo not given)	i	-6	i	i	i	i	1	i	i	i	2
Cc1ccccc1-n1c(C)cc(/C=C2/C(=N)N3C(c4ccccc4)=CSC3=NC2=O)c1C	i	-7	i	i	i	i	2	i	i	i	16
COCCNC(=O)/C(C#N)=C/c1ccc(-c2ccc(OC)cc2[N+](=O)[O-])o1	i	-1	i	i	i	i	1	i	i	i	7
CCOCCCNC(=O)C1CCN(S(=O)(=O)c2ccc3nc4c(c(C(=O)O)c3c2)CCCCC4)CC1	i	-4	i	i	i	i	4	i	i	i	-1
CCc1cc2c(=O)n(CC(=O)NC3CCCCC3)cnc2s1	i	-7	i	i	i	i	1	i	i	i	0
CCOC(=O)C(C)(C)N(Cc1ccc(Cl)cc1)S(=O)(=O)c1ccc(Cl)c([N+](=O)[O-])c1	i	-8	i	i	.	i	2	i	.	i	1
Cc1ccc(C(=O)NCCc2cc3ccc(C)c(C)c3[nH]c2=O)cc1[N+](=O)[O-]	i	-6	i	i	i	i	-4	i	i	i	2
Nc1nc(N2CCOCC2)cc(=O)[nH]1	i	-3	i	i	i	i	-3	i	i	i	-2
Cc1ccc(S(=O)(=O)N2CCCC2CNC(=O)C(=O)Nc2ccc(F)cc2)cc1 (stereo not given)	i	-12	i	i	i	i	2	i	i	i	0
COc1cc2oc3ccc(C#Cc4ccc(N)cc4)cc3c(=O)c2cc1OC	i	-12	i	i	i	i	0	i	i	i	78*
CC(C)N(CCNC(=O)C1CCN(S(=O)(=O)N2CCOCC2)CC1)Cc1ccccc1	i	-5	i	i	i	i	8	i	i	i	-5
c1ccc2sc(N3CN(CCN4CCOCC4)CN(c4nc5ccccc5s4)C3)nc2c1	i	-13	i	i	i	i	-1	i	i	i	0

Some of the entries so far, as labelled records:
> CC(=O)/C=C\c1ccc(OC(=O)c2cccnc2)cc1
  RGS4 block: i; hERG protect: -4; KCNQ1 act: i; ANO1 block: i; ANO1 activ: i; RGS4 act: i; HDAC3 inh: ?; KCNQ1 block: i; KCNK3 inh: i; KCNK9 block: i; SKKanGAS inh: 2
> OC(COc1ccc2cc(Br)ccc2c1)CN1CCN(c2ccccn2)CC1 (stereo not given)
  RGS4 block: i; hERG protect: -7; KCNQ1 act: i; ANO1 block: i; ANO1 activ: i; RGS4 act: i; HDAC3 inh: 8; KCNQ1 block: i; KCNK3 inh: i; KCNK9 block: i; SKKanGAS inh: 13

Assay outcomes from PubChem BioAssay.
